Pol beta inh – blocks human DNA polymerase beta activity; Potency, µM (titrated, usually from 114 µM), without a hit: at the highest dose activity change, negative = inhibition, usual class: inhibitors; Pol beta primer extension/strand displacement, fluorescence kinetic; P06746; AID 485314; actives 1.3% (n = 340,000); note: potency is the fitted concentration of half-maximal effect; % is set by controls: 0 for no effect and ±100 for the full control effect
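Reaction started by 50 nM substrate onto compound-treated Pol beta (10 nM, 15 min preincubation, room temperature); plates read at 0 min and 10 min. Normalized concentration-effect data fitted by four-parameter Hill equation.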
Anesthetic bind – binds horse apoferritin like a general anesthetic. P02791. apoferritin/1-aminoanthracene competitive binding, fluorescence. Potency, µM (top dose mostly 77.5 µM), for the others: at the highest dose activity change, negative = displacement, most hits filed as inhibitors. actives 0.074% (n = 350,000); note: potency is the fitted concentration of half-maximal effect; % is set by controls: 0 for no effect and ±100 for the full control effect; nearly all actives have a fitted effect of over 20% in size
Target sequence (P02791 2-175 limits assumed): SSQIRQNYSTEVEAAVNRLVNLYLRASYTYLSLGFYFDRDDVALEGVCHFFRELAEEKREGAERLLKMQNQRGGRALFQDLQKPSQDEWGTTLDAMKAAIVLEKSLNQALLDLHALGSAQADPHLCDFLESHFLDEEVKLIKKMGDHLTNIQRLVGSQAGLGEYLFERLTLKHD
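Concentration-response curves derived by four-parameter Hill fitting of normalized fluorescence, where compounds displaced 1-AMA from 10 uM horse apoferritin following a brief 10 min room-temperature incubation; propofol titration acted as positive control.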
TRHR ag – activates the human TRH receptor; TRHR cells, calcium flux fluo-8, FDSS agonist mode; activation, % at 2 µM; actives 0.18% (n = 360,000); AID 493084; in the data active = activation above about 30%; note: 0% is about no effect
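In this calcium-flux screen, cells bearing human TRHR are dye-loaded with fluo-8, baselined for 10 cycles, then exposed to library compounds; positive kinetic calcium responses during the agonist phase mark hits, with TRH as control.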
ERG-DNA inh – ERG Ets/DNA interaction inhibition. Potency, µM (titrated, usually from 76.9 µM), inactives show at the highest dose FP activity, negative = inhibition, hits mostly inhibitors. P11308. actives 0.028% (n = 370,000). fluorescence polarization, His-ERG Ets domain / labelled DNA; active = well fitted inhibition curve with a large enough effect in the polarisation, with a control signal flat; inconclusive = small, poorly fitted or top-dose-only effect, or effect the other way, or a change in a side signal; inactive = no such curve, though single readings can be large or run the other way; the % refers to the polarisation;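 note: polarization taken with two DNA probes labelled with fluorescein and Texas red; potency is the fitted concentration of half-maximal effect; % of control where 0% means no effect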
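His-tagged ERG Ets domain (1 uM in the protein solution; 300mM KCl, 50mM Tris-HCl, 1mM EDTA, 1mM DTT, pH 7.5) received compound, then a probe mix of 5 nM fluorescein-DNA and 100nM Texas-615-DNA. Fluorescence polarization was read for both dyes.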
12-LOX inh – ALOX12 (human) lipoxygenase inhibition. purified 12hLO, xylenol orange hydroperoxide absorbance. Potency, µM (doses to about 108 µM), inactives show at the highest dose activity change, negative = inhibition, usual class: inhibitors. actives 1.1% (n = 580,000). AID 1671190; note: potency is the fitted concentration of half-maximal effect; % is set by controls: 0 for no effect and ±100 for the full control effect
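Purified human 12hLO at 150 nM in 25 mM Hepes, 0.01% Triton X-100, pH 7.0, preincubated 15 min at room temperature with compound. Reaction started with 40 uM arachidonic acid, 30 min at room temperature. Hydroperoxide measured by Fe-xylenol orange, 573/405 nm absorbance ratio.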
POLI inh – DNA polymerase iota (human) inhibition; Pol iota fluorescent replication assay, 10 min; Potency, µM (titrated, usually from 115 µM), for the others: at the top dose activity, negative = inhibition, actives largely listed as inhibitors; actives 1% (n = 390,000); note: potency is the fitted concentration of half-maximal effect
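Pol iota at 10 nM preincubated 15 min with compounds at room temperature; reaction started with fluorescent substrate, 50 nM final. Fluorescence read kinetically at 0 and 10 min; buffer-only wells as negative control.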
BLM inh – Bloom syndrome helicase (human) inhibition; recombinant BLM DNA unwinding, fluorescence dequenching; P54132; actives 0.2% (n = 350,000); Potency, µM (titrated, usually from 56.1 µM), for the others: at the top dose activity change, negative = inhibition, usual class: inhibitors;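 note: potency is the fitted concentration of half-maximal effect; plate controls were vehicle for no effect and no enzyme for full effect; nearly all actives have a fitted effect of over 35% in size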
POLK inh – DNA polymerase kappa (human) inhibition | AID 588579 | purified Pol kappa, fluorescent DNA synthesis assay, 10 min | Potency, µM (series often up to 107 µM), inactives show at the highest dose activity, negative = inhibition, hits mostly inhibitors | actives 0.53% (n = 400,000); note: potency is the fitted concentration of half-maximal effect; % is set by controls: 0 for no effect and ±100 for the full control effect
Target sequence (Q9UBT6 whole entry, looked up): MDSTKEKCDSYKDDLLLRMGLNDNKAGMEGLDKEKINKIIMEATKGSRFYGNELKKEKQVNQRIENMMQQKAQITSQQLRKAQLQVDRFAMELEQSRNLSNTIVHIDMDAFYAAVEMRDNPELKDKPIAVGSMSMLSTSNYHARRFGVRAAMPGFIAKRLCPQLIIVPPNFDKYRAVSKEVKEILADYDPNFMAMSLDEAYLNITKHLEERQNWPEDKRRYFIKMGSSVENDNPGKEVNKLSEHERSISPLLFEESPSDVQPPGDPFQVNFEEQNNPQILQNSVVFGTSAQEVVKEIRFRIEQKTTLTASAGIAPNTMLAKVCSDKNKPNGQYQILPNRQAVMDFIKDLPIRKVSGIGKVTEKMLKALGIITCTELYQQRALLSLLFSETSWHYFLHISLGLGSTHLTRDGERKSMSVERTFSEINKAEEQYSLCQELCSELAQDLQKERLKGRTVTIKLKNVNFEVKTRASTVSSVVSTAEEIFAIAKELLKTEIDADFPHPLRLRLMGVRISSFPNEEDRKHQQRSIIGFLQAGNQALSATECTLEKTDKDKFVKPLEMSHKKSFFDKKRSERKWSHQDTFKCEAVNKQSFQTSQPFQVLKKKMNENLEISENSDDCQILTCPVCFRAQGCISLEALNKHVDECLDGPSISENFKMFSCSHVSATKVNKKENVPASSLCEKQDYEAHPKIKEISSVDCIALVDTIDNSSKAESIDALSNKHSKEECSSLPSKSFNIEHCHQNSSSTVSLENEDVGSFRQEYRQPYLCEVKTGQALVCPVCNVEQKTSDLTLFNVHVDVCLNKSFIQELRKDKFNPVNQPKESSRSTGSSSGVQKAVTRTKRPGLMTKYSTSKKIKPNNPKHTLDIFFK
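First, compounds were pin-transferred onto 10 nM Pol kappa. After 15 min at room temperature, substrate was added to 50 nM final. Fluorescence was then measured kinetically at 0 and 10 min.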
APE1 inh – APE1 (human) endonuclease inhibition; P27695; recombinant APE1, TAMRA/BHQ-2 abasic DNA cleavage fluorescence; Potency, µM (series often up to 65.8 µM), for inactives: top-dose activity change, negative = inhibition, actives largely listed as inhibitors; actives 0.35% (n = 350,000); AID 2517;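 note: potency is the fitted concentration of half-maximal effect; plate controls were vehicle for no effect and reference inhibitor for full effect; nearly all actives have a fitted effect of over 55% in size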
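Kinetic fluorescence read (525 ex/598 em nm, three reads 60 s apart) of AP-site incision; signal = third minus first read. Enzyme 0.75 nM, dual-labelled THF duplex 50 nM, compound preincubation 15 min RT.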
* marks the source's active call; other numbers are inactive results; i = inactive; ? = inconclusive; . = not tested or not shown; & = joins results of further samples; [ ] = dose if it differs, or a comment. Unless noted, calls come from the whole dose curve; as a rule, active = well fitted curve in the direction sought with a large enough effect; inconclusive = small, poorly fitted or top-dose-only effect, or another doubt; inactive = no such curve, though single readings can be large; an effect the other way counts as inactive or inconclusive.

[1] CCOc1ccc(NC(=O)CN2C(=O)S/C(=C/c3cccn3C)C2=O)cc1
[2] Cc1c(NC(=O)C2Cc3ccccc3CN2C(=O)c2ccco2)c(=O)n(-c2ccccc2)n1C (stereo not given)
[3] CC(C)N1CCc2c(sc(NC(=O)c3ccco3)c2C(N)=O)C1
[4] Cc1ccc(CN(C(=O)COc2ccc([N+](=O)[O-])cc2)C2CCS(=O)(=O)C2)o1 (stereo not given)
[5] Cc1ccc(O)c(CNc2ccccn2)c1
[6] COc1ccc(N/C=C/C(=O)c2ccccc2)cc1
[7] Cc1cc(=O)oc2cc(NC(=O)[C@H](CCCCN)NC(=O)[C@H](CC3CCCCC3)NC(=O)OCC3c4ccccc4-c4ccccc43)ccc12
[8] O=C(Nc1ncc2c(n1)-c1ccccc1OC2)c1ccc(F)cc1
entry no.	1	2	3	4	5	6	7	8
Pol beta inh	41%	?	32%	-6%	4%	1%	.	5%
Anesthetic bind	-7%	-8%	-3%	-21%	-23%	-14%	?	-5%
TRHR ag	0.0	0.0	3.8	0.6	-0.2	-0.2	.	-0.4
ERG-DNA inh	4%	4%	7%	14%	3%	-12%	.	11%
12-LOX inh	?	-7%	?	7%	-15%	11%	.	3%
POLI inh	34%[activator]	-4%	-5%	17%	15%	?	.	103%[activator]
BLM inh	2%	-3%	6%	1%	-1%	2%	?	-2%
POLK inh	-9%	5%	-12%	3%	-12%	-11%	1%[60.1 µM]	3%
APE1 inh	19%	1%	-4%	-6%	0%	-5%	13%	-4%

[9] Nc1ccc(-c2nnc(-c3ccccc3)o2)cc1
[10] COC(=O)c1cc(S(=O)(=O)Nc2nn(C)c3ccccc23)oc1C
[11] CN(Cc1ccccc1)C(=O)CCCn1c(=O)[nH]c2cc(Cl)ccc2c1=O
[12] CC(=O)NC12CC3CC(C1)CC(C(=O)N(C)CC(=O)Nc1cccc(F)c1)(C3)C2
[13] CCC1(c2ccc(Cl)cc2)NC(=O)N(CC(=O)N2CCN(C(=O)c3ccco3)CC2)C1=O (stereo not given)
[14] Cc1ccc(OCc2cn3cccnc3n2)cc1
[15] CCC1S/C(=N\S(=O)(=O)c2cccs2)N(C2CCCCC2)C1=O (stereo not given)
[16] CS(=O)(=O)c1ccc2nc(NC(=O)CCS(=O)(=O)c3ccccc3)sc2c1
entry no.	9	10	11	12	13	14	15	16
Pol beta inh	-1%	8%	6%	.	.	29%	-21%	29%
Anesthetic bind	-5%	-4%	-22%	.	.	-10%	?	-1%
TRHR ag	-3.1	0.1	-0.4	0.3	.	-0.5	0.6	-0.2
ERG-DNA inh	11%	5%	-2%	-2%	12%	12%	-4%	3%
12-LOX inh	-36%	?	-6%	i	15%	-24%	?	-7%
POLI inh	4%	-5%[58.9 µM]	4%	-5%	56%[activator]	10%	-5%	?
BLM inh	-4%	-5%	2%	.	.	-20%	-6%	2%
POLK inh	3%	3%	-11%	9%	-9%	-5%	-6%	-24%
APE1 inh	57%	-2%	4%	9%	-10%	4%	-3%	24%

[17] CC(C)CCOc1ccc(/C=C2\CCn3c2nc2cc(C(=O)O)ccc2c3=O)cc1
[18] O=C(CCS(=O)(=O)c1ccccc1)N1CCOCC1
[19] CN1C(=O)CC(C(=O)Nc2ccccc2F)SC1=Nc1ccc2c(c1)OCO2 (stereo not given)
[20] Nc1nccnc1C(=O)OCC(=O)N1CCN(S(=O)(=O)c2ccc(Cl)cc2)CC1
[21] CCN1C(=O)C(CC(=O)Nc2ccc(OC)cc2)N(Cc2cccs2)C1=S (stereo not given)
[22] CCOC(=O)C1C2C=CC3(CN(Cc4ccccc4)C(=O)C13)O2 (stereo not given)
[23] COC(=O)[C@]1(Cc2ccccc2)N[C@H](CN(C)C(=O)c2ccc(F)cc2)[C@@H]2C(=O)N(Cc3ccccc3)C(=O)[C@@H]21
[24] COc1cc(-c2nc(-c3ccncc3)no2)cc(OC)c1OC
entry no.	17	18	19	20	21	22	23	24
Pol beta inh	26%	?	30%[activator]	.	27%	-2%	.	-16%
Anesthetic bind	-5%	0%	-1%	.	-20%	-4%	.	0%
TRHR ag	-0.1	0.1	0.8	-0.2	-1.2	0.0	.	0.5
ERG-DNA inh	-7%	2%	12%	-6%	-5%	-11%	-5%	.
12-LOX inh	?	-3%	1%	-21%	12%	-14%	12%	7%
POLI inh	29%	89%[activator]	18%	9%	7%	128%[activator]	13%	-6%
BLM inh	-4%	-4%	-1%	.	-10%	-5%	.	1%
POLK inh	-11%	-5%	1%	-3%	-10%	0%	4%	-8%
APE1 inh	-2%	-1%	16%	-9%	-5%	13%	-12%	1%

[25] Cc1cc(C)c(OCC(=O)OC(C)C(=O)NC2CC2)c(C)c1 (stereo not given)
[26] CCc1nn(CC(=O)NCCCN2CCN(C)CC2)c(=O)c2cc3sc(C)cc3n12
[27] Cc1ccc(-n2cc[nH]c2=S)cc1C
[28] N#Cc1cccc(NC(=O)COC(=O)c2ccccc2Sc2ccccc2C#N)c1
[29] N#Cc1ccc(Cl)cc1NC(=O)COC(=O)c1ccc2c(c1)OCCO2
[30] C/C=C\C=C\C(=O)Nc1cccc(C2=NOC3(C2)C[C@@H](C(N)=O)N(C(=O)C(c2ccccc2)c2ccccc2)C3)c1 (stereo not given in full)
[31] CC1(C)CC(=O)C(C(=S)Nc2ccc(F)cc2)=C(NCCN2CCOCC2)C1
[32] COc1cccc(Cn2cc(C(=O)NCCN(C)C)nn2)c1
entry no.	25	26	27	28	29	30	31	32
Pol beta inh	4%	73%	-14%	-3%[57.1 µM]	4%	-2%	12%	-2%
Anesthetic bind	-3%	4%	-11%	-4%	-12%	-20%	-1%	-12%
TRHR ag	0.0	-0.1	-0.6	3.4	-0.5	-0.2	0.7	-0.7
ERG-DNA inh	-7%	-1%	-1%	2%	4%	9%	-8%	0%
12-LOX inh	0%	-7%	?	-10%&-17%	0%	8.9µM*	15%	2%
POLI inh	34%[activator]	-3%	44%[activator]	-3%	3%	?	8%	28%
BLM inh	-6%	-7%	0%	1%	1%	-18%	6%	-6%
POLK inh	1%	-8%	-6%	-2%	-16%	-2%	-13%	1%
APE1 inh	1%	1%	0%	-2%	?	-2%	13%	5%

Ordered by molecular weight (largest number first): some entries from above
[30] C/C=C\C=C\C(=O)Nc1cccc(C2=NOC3(C2)C[C@@H](C(N)=O)N(C(=O)C(c2ccccc2)c2ccccc2)C3)c1 (stereo not given in full)
[23] COC(=O)[C@]1(Cc2ccccc2)N[C@H](CN(C)C(=O)c2ccc(F)cc2)[C@@H]2C(=O)N(Cc3ccccc3)C(=O)[C@@H]21
[20] Nc1nccnc1C(=O)OCC(=O)N1CCN(S(=O)(=O)c2ccc(Cl)cc2)CC1
[26] CCc1nn(CC(=O)NCCCN2CCN(C)CC2)c(=O)c2cc3sc(C)cc3n12
[28] N#Cc1cccc(NC(=O)COC(=O)c2ccccc2Sc2ccccc2C#N)c1
[31] CC1(C)CC(=O)C(C(=S)Nc2ccc(F)cc2)=C(NCCN2CCOCC2)C1
[29] N#Cc1ccc(Cl)cc1NC(=O)COC(=O)c1ccc2c(c1)OCCO2
[22] CCOC(=O)C1C2C=CC3(CN(Cc4ccccc4)C(=O)C13)O2 (stereo not given)
[32] COc1cccc(Cn2cc(C(=O)NCCN(C)C)nn2)c1
[27] Cc1ccc(-n2cc[nH]c2=S)cc1C
entry no.	30	23	20	26	28	31	29	22	32	27
Pol beta inh	-2%	.	.	73%	-3%[57.1 µM]	12%	4%	-2%	-2%	-14%
Anesthetic bind	-20%	.	.	4%	-4%	-1%	-12%	-4%	-12%	-11%
TRHR ag	-0.2	.	-0.2	-0.1	3.4	0.7	-0.5	0.0	-0.7	-0.6
ERG-DNA inh	9%	-5%	-6%	-1%	2%	-8%	4%	-11%	0%	-1%
12-LOX inh	8.9µM*	12%	-21%	-7%	-10%&-17%	15%	0%	-14%	2%	?
POLI inh	?	13%	9%	-3%	-3%	8%	3%	128%[activator]	28%	44%[activator]
BLM inh	-18%	.	.	-7%	1%	6%	1%	-5%	-6%	0%
POLK inh	-2%	4%	-3%	-8%	-2%	-13%	-16%	0%	1%	-6%
APE1 inh	-2%	-12%	-9%	1%	-2%	13%	?	13%	5%	0%

Next structures follow:
[33] Cc1ccc(/C=C/C(=O)Nc2nnc(SCc3ccc(C#N)cc3)s2)o1
[34] Cc1ccc2c(CC(=O)N(C)c3c(N)n(Cc4ccccc4)c(=O)[nH]c3=O)coc2c1
[35] CS(=O)(=O)N1CCC2(CCN(Cc3ccc(C#N)cc3)CC2)CC1
[36] COCCOc1cc(N(CC(=O)N(C)C)S(=O)(=O)c2ccccc2)c(Cl)cc1Cl
[37] Cc1nc2ccc(NC(=S)N3CCCC3)cc2nc1C
[38] O=C(COC(=O)c1cc(S(=O)(=O)N2CCOCC2)ccc1F)NCc1ccco1
[39] CN(C)C(=O)COc1ncnc2sc(-c3ccccc3)cc12
[40] O=Cc1cccn1-c1ccccc1
entry no.	33	34	35	36	37	38	39	40
Pol beta inh	21%	.	.	-9%	-2%	-22%	?	30%
Anesthetic bind	3%	.	.	-8%	-2%	-5%	-13%	-15%
TRHR ag	0.3	0.1	.	-0.2	0.4	0.0	0.0	-0.6
ERG-DNA inh	12%	.	.	-5%	-11%	3%	-4%	2%
12-LOX inh	-19%	?	-4%[57.4 µM]	-55%	?	6%	-35%	11%
POLI inh	40µM*	5%	.	14%	46%[activator]	-2%	?	7%
BLM inh	-2%	.	4%	-3%	-10%	0%	1%	3%
POLK inh	?	-11%	2%[60.1 µM]	-2%	1%	-2%	-6%	-6%
APE1 inh	1%	-5%	3%	-4%	-9%	14%	13%	?

Only part of the results is shown (hit frequency here may not be typical).
